Glioma ERSR ind – qHTS for Inducers of the Endoplasmic Reticulum Stress Response (ERSR) in Human Glioma: qHTS; AID 602332, 2012; 420,000 tested, 0.02% active; Potency, µM, for inactives: top-dose activation, usual class: activators; U87-MG GRP78 promoter luciferase reporter, 16 h; further: series mostly up to about 76 µM; % of control where 0% means no effect; nearly all actives have a fitted effect of over 35% in size
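Stably transfected U87-MG human glioma cells carrying a GRP78-based luminescent sensor were seeded at 1000 cells/well, pin-dosed with compounds and incubated 16 h. Luciferase reagent was then added, and end-point luminescence was read after 10 min at room temperature.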
Vif-APOBEC3F blk – qHTS for Inhibitors of Vif-A3F Interactions: qHTS. HeLa A3F-eYFP + Vif (tagged APOBEC3F with the HIV-1 protein that degrades it), YFP fluorescence increase. Potency, µM (titrated, usually from 46.1 µM), inactives show at the top dose activity, negative = active. 390,000 tested, 0.2% active. AID 602313, 2012; further: % of control where 0% means no effect; nearly all actives have a fitted effect of over 65% in size
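Fluorescence increase (Ex 488/Em 500-530) after overnight compound treatment at 37 deg C flags inhibition of Vif-driven A3F-eYFP loss in stable HeLa A3F-eYFP/Vif cells seeded overnight beforehand.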
Vif-A3G inh – qHTS for Inhibitors of Vif-A3G Interactions: qHTS. 410,000 tested, 0.076% active. HeLa A3G-eYFP + Vif (tagged APOBEC3G with the HIV-1 protein that degrades it), YFP fluorescence, overnight. DNA dC->dU-editing enzyme APOBEC-3G (Homo sapiens), Q9HC16. Potency, µM (doses to about 46.1 µM), for the others: at the highest dose activity, negative = active, most hits filed as inhibitors;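 further: on the % scale 0 is the no-effect control and ±100 the full control effect; nearly all actives have a fitted effect of over 60% in size; hits raise eYFP signal because A3G escapes Vif-driven loss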
Target sequence (Q9HC16 whole entry, looked up): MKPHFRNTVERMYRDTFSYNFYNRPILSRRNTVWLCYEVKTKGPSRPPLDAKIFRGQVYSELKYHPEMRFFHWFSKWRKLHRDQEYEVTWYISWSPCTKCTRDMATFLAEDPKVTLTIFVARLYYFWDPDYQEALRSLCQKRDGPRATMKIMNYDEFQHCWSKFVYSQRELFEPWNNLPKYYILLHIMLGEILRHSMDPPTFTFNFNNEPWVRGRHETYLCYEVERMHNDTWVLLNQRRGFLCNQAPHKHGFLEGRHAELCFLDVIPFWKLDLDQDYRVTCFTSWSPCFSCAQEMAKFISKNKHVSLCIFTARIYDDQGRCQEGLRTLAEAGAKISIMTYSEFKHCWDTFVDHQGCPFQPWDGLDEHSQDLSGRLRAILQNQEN
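HeLa cells stably expressing Vif and C-terminally eYFP-tagged A3G, seeded overnight at 37 deg C, then exposed to compound by pintool overnight at 37 deg C. Rise in yellow fluorescence (Ex 488/Em 500-530, Acumen) marks blocked Vif-driven A3G degradation.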
Starred values were filed as active, the others as inactive; ? = inconclusive; & = joins results of further samples; ! = a repeat was not active. The call rests on the fitted dose curve; in most records, active means well fitted curve in the direction sought with a large enough effect; inconclusive means small, poorly fitted or top-dose-only effect, or another doubt; inactive means no such curve, though single readings can be large; an effect the other way counts as inactive or inconclusive. Potency means the concentration at half of the fitted maximal effect. The list is partial; count on the stated rates, not on these rows.

SMILES	Glioma ERSR ind	Vif-APOBEC3F blk	Vif-A3G inh
NCCCCCNC(=O)c1[nH]cnc1C(=O)N[C@@H](Cc1ccccc1)C(=O)OCc1ccccc1	-5%	-3%	4%
COCCCNC(=O)C[C@H]1C[C@H](C(=O)N2CCOCC2)[C@@]2(CCC3CCCC3)c3[nH]c4cc(CCC(=O)N(C)C)ccc4c3CCN2C1=O	9%	9%	1%
COc1ccc(-c2c(C)cc3oc(=O)cc(-c4ccccc4)c3c2C)cc1C=O	0%&-3%	-3%	1%
Cc1ccc(S(=O)(=O)N2C[C@@H]3[C@H]4CC[C@H](C4)[C@@H]3[C@@H](C)[C@@H]2c2ccn(Cc3ccccc3)c2)cc1	-2%	0%	-1%
COc1ccc(C[C@H](C)NC[C@@H](O)c2ccc(O)c(NC=O)c2)cc1	1%&-2%	-6%	2%
CN(Cc1ccccc1)C(=O)c1ccc(NC(=O)Cc2ccc(NC(=O)C3CCN(S(=O)(=O)c4cccc([N+](=O)[O-])c4)CC3)cc2)cc1	-2%	6%	0%
CC(=O)C[C@@H](O)CC(=O)[C@@H]1OC(=O)CCCCCCCCc2ccccc21	-4%	-9%	0%
CCCCCCC(=O)O	-3%	1%	2%
COC(=O)C[C@H]1c2cc(C(F)(F)F)ccc2S(=O)(=O)N1C(C)(C)C	-2%&3%	-8%	-3%&1%
O=C1OC[C@@H]2CCCN2C(=O)[C@H](CC(=O)N(CCO)Cc2ccccc2)C/C=C\CC[C@@H]1Cc1ccc(F)cc1	-5%	-1%	-1%
COC(=O)/C=C/c1ccc2c(c1)S(=O)(=O)N(Cc1ccc(OC)cc1)[C@H]2CC(=O)OC	-4%	-11%	-1%
COc1cc(OC)cc(-c2c(C#Cc3ccsc3)c3cc(-c4cccc5[nH]cc(C=O)c45)ccc3n2C)c1	-3%	-1%	-16%
C=CCC[C@H](Cc1ccc(F)cc1)C(=O)OC[C@H]1CCCN1C(=O)[C@@H](CC=C)CC(=O)NCCO	-2%	-2%	2%
CN1CCC[C@@H]1CCNC(=O)c1c(-c2ccc3c(c2)OCO3)noc1-c1ccsc1	-7%	-3%	1%
CCN(C[C@H]1N[C@@](CC)(C(=O)OC)[C@H]2C(=O)N(C)C(=O)[C@@H]12)C(=O)Nc1ccc(Cl)cc1	-1%	4%	-3%
Cc1ccc2oc(-c3cccc(NC(=O)c4ccccn4)c3)nc2c1	4%	-1%	-1%
C[C@H](CO)N1C[C@H](C)[C@@H](CN(C)Cc2ccc(Cl)c(Cl)c2)Oc2c(NS(=O)(=O)c3ccc(F)cc3)cccc2C1=O	-5%	3%	0%
O=C(NCc1ccccn1)c1c(-c2ccccc2)sc2ccccc12	1%	3%	2%
C[C@H](CO)N1C[C@H](C)[C@@H](CN(C)C(=O)Nc2ccc3c(c2)OCO3)Oc2c(cccc2N(C)C)C1=O	0%	9%	0%
CC(C)=CCc1c(O)cc(O)c2c(=O)c3c(CC=C(C)C)c(O)ccc3oc12	2%	12%	-12%
CC(C)(C)OC(=O)N1CCCC(C(=O)Nc2ccc(C(=O)N3CCOCC3)cc2)C1 (stereo unspecified)	0%	-7%	1%
O=C(N[C@H]1/C=C\[C@@H](O)CCCC1)OCc1ccccc1	-6%	-2%	0%
CCN(C[C@H]1N[C@@](C)(C(=O)OC)[C@H]2C(=O)N(C)C(=O)[C@@H]12)C(=O)COC	-3%	2%	0%
COc1ccc(-c2oc3ccc(-c4cc(OC)c(OC)c(OC)c4)cc3c2-c2ccc(OC)cc2)cc1	-2%	6%	-1%
CCOC(=O)C1=CNS(=O)(=O)NC1c1ccc(Br)cc1F (stereo unspecified)	-2%	10%	2%

Random excerpt: 5 compounds from above, in no set order.
SMILES	Glioma ERSR ind	Vif-APOBEC3F blk	Vif-A3G inh
O=C(N[C@H]1/C=C\[C@@H](O)CCCC1)OCc1ccccc1	-6%	-2%	0%
COC(=O)/C=C/c1ccc2c(c1)S(=O)(=O)N(Cc1ccc(OC)cc1)[C@H]2CC(=O)OC	-4%	-11%	-1%
CCN(C[C@H]1N[C@@](CC)(C(=O)OC)[C@H]2C(=O)N(C)C(=O)[C@@H]12)C(=O)Nc1ccc(Cl)cc1	-1%	4%	-3%
CN(Cc1ccccc1)C(=O)c1ccc(NC(=O)Cc2ccc(NC(=O)C3CCN(S(=O)(=O)c4cccc([N+](=O)[O-])c4)CC3)cc2)cc1	-2%	6%	0%
C=CCC[C@H](Cc1ccc(F)cc1)C(=O)OC[C@H]1CCCN1C(=O)[C@@H](CC=C)CC(=O)NCCO	-2%	-2%	2%

Next entries follow:
SMILES	Glioma ERSR ind	Vif-APOBEC3F blk	Vif-A3G inh
C[C@H](CO)N1C[C@H](C)[C@@H](CN(C)C(=O)Nc2ccc(C(F)(F)F)cc2)Oc2c(NC(=O)Nc3ccccc3)cccc2C1=O	-6%	1%	-16%
C[C@@H](NC(=O)c1nc[nH]c1C(=O)NCCCCCNC(=O)OC(C)(C)C)c1ccccc1	-4%	0%	1%
CN1C[C@H](C(=O)NC2(C)OC3(O)[C@@H]4CCCN4C(=O)[C@H](Cc4ccccc4)N3C2=O)CC2c3cccc4[nH]cc(c34)C[C@H]21 (stereo partly specified)	-3%	-7%	-3%
COc1cc(OC)c(N(C)C(=O)c2cc3c(s2)-c2ccccc2S(=O)(=O)C3)cc1Cl	0%	0%	-1%
C[C@@H]1CN([C@@H](C)CO)C(=O)c2cccc(NS(C)(=O)=O)c2O[C@H]1CN(C)C(=O)Nc1ccc(F)cc1	-2%	-2%	3%
C[C@H](CO)N1C[C@H](C)[C@@H](CN(C)Cc2ccc(C(=O)O)cc2)Oc2c(NC(=O)C3CC3)cccc2C1=O	-1%	3%	-2%
NCCCNCCCCNCCCN	-2%&-2%&-11%&1%	2%	1%
CC[C@]12c3[nH]c4cc(-c5ccco5)ccc4c3CCN1C(=O)[C@@H](CC(=O)NCCN1CCOCC1)C[C@@H]2C(=O)N1CCN(C(=O)c2ccco2)CC1	-1%	3%	0%
CCOC(=O)/C=C/c1ccccc1S(=O)(=O)NC(C)(C)C	-5%&-3%	2%	0%&2%
CCC1CC(=O)CCN1S(=O)(=O)c1ccc(C)cc1 (stereo unspecified)	-3%	-5%	-1%
COC(=O)C1=C2c3[nH]c4ccccc4c3CCN2C(=O)CC1	-4%	-7%	-5%
O=C(Cn1cc(COc2ccc(C(=O)c3ccccc3)cc2)nn1)c1ccc(O)cc1	-1%	0%	-10%
C[C@@H]1CCCCCCCCC(=O)OCCN[C@H](C)CCCCCCCCC(=O)OCCN[C@H](C)CCCCCCCCC(=O)OCCN1	?	2%	0%
COc1cc(NCCCn2ccc(NC(=O)OCc3ccccc3)nc2=O)cc(OC)c1OC	-1%	4%	-3%
CC#CCN1C=C(C(=O)OCC)C(C)N(Cc2ccc(Br)cc2)S1(=O)=O (stereo unspecified)	0%	-3%	0%
Cc1ccc(C2CC(=O)Oc3cc(C)cc(C)c32)cc1 (stereo unspecified)	0%	-3%	-1%
COc1ccc(S(=O)(=O)Nc2cccc3c2O[C@H](CN(C)S(=O)(=O)c2ccc(Cl)cc2)[C@H](C)CN([C@H](C)CO)C3=O)cc1	-2%	6%	-5%
COc1ccccc1C1CC(=O)Oc2ccc(C(C)(C)C)cc21 (stereo unspecified)	0%&-5%	1%	-1%
CC(C)(C)OC(=O)C[C@@H]1C/C=C\C[C@H](CC(=O)NCCO)C(=O)N[C@H](Cc2ccccc2)COC1=O	-5%	-1%	-1%
COc1ccc(/C=C/c2c(-c3ccc(OC)cc3)oc(=O)c3cc(OC)c(OC)cc23)cc1	2%	0%	2%
Cc1cccc(C2=NN(c3ccc(Br)cc3)[C@@H](C(=O)N3CCOC3=O)[C@@H]2c2ccc(Cl)cc2)c1	-2%&-8%	1%	-3%
CCOc1cc(CO)cc(Br)c1OCC(=O)O	-4%	2%	1%
CC(C)(C)n1ncc2c(=O)n(Cc3cccc(Cn4cnc5c(cnn5C(C)(C)C)c4=O)c3F)cnc21	-2%	2%	0%
Cc1ccccc1-c1cc(C(=O)NCc2cccc(C(F)(F)F)c2)n(CC2CC(c3cccnc3)=NO2)n1 (stereo unspecified)	-3%	7%	-2%
COc1ccc(-c2oc3ccc(N4CCOCC4)cc3c2C#CCO)cc1	-8%	2%	-3%

Part of the list above, with bars between the fields:
SMILES | Glioma ERSR ind | Vif-APOBEC3F blk | Vif-A3G inh
O=C(Cn1cc(COc2ccc(C(=O)c3ccccc3)cc2)nn1)c1ccc(O)cc1 | -1% | 0% | -10%
C[C@@H]1CCCCCCCCC(=O)OCCN[C@H](C)CCCCCCCCC(=O)OCCN[C@H](C)CCCCCCCCC(=O)OCCN1 | ? | 2% | 0%

Following part.
SMILES	Glioma ERSR ind	Vif-APOBEC3F blk	Vif-A3G inh
Cc1ccccc1C(N)=O	-4%	-3%	-1%
O=C(Nc1ccn(CCCNCc2ccc3[nH]ccc3c2)c(=O)n1)OCc1ccccc1	-2%	0%	-1%
O=C(O)c1cc([N+](=O)[O-])ccc1NCCCc1ccccc1	28µM*!	-2%	-4%
CC(C)c1cccc(-c2ccc3c(c2)S(=O)(=O)c2cccc(C(=O)NCc4ccccc4Cl)c2C3=O)c1	-4%	11µM*	0%
CCCCCOc1ccc(/C=N/NC(=O)c2nnn(-c3nonc3N)c2CN2CCCCCC2)cc1	1%	-1%	-2%
C[C@H]1COC(=O)[C@H](Cc2ccc(F)cc2)C/C=C\C[C@@H](CC(=O)N(CCO)Cc2ccccc2)C(=O)N1	-4%	0%	6%
O=c1oc2ccccc2c2c1cnc1ccccc12	-2%	-9%	-1%
CC(C)(C)[C@H]1COC(=O)[C@@H](Cc2ccc(F)cc2)CC/C=C/C[C@@H](CC(=O)N[C@H](CO)Cc2ccccc2)C(=O)N1	-3%	5%	3%
O=C(NCCCCc1ccccc1)NC[C@@H]1CC[C@@H](Cc2ccc(-c3ccccc3)cc2)O1	0%	1%	2%
CC[C@]12C(=O)N(C)C[C@H]([C@@H]3C(=O)N(C)C(=O)[C@@H]31)N2C(=O)c1ccc(Br)cc1	-4%	6%	9%
CC[C@]12c3[nH]c4ccc(OC)cc4c3CCN1C(=O)C(CC(=O)NCc1ccc(OC)c(OC)c1)C[C@@H]2C(=O)N1CCN(C(=O)C2CC2)CC1 (stereo partly specified)	-6%	5%	-2%
COc1ccc(NC(=O)N(C)C[C@H]2Oc3c(NC(=O)C4CCCCC4)cccc3C(=O)N([C@H](C)CO)C[C@@H]2C)cc1	-2%	-4%	-2%
CCCCNCCS(=O)(=O)NCc1ccc(OC)cc1	-1%	-13%	3%
O=C(NCCc1ccccc1)c1ccc(NC(=O)C2CCCC2)cc1	1%	3%	0%
COc1ccc(S(=O)(=O)N(C)C[C@H]2Oc3ccc(NS(=O)(=O)c4ccccc4)cc3C(=O)N([C@H](C)CO)C[C@@H]2C)cc1	-2%	6%	-2%
COc1ccc(-c2sc3ccccc3c2C#Cc2cncn2C)cc1	-2%	-1%	?
CCOC(=O)C1Nc2ccc(C(F)(F)F)cc2C2C=CCC12 (stereo unspecified)	-4%	5%	-8%
CO[C@H]1/C=C/O[C@@]2(C)Oc3c(C)c(O)c4c(O)c(c5c(c4c3C2=O)NC2(CCN(CC(C)C)CC2)N=5)=NC(=O)/C(C)=C\C=C\[C@H](C)[C@H](O)[C@@H](C)[C@@H](O)[C@@H](C)[C@H](OC(C)=O)[C@@H]1C	1%&-4%	2%	1%
CN(CCc1ccccc1)C(=O)c1cccc(NC(=O)Cc2cccc(NC(=O)C3CCCN(C(=O)C4CCC4)C3)c2)c1 (stereo unspecified)	-1%	-5%	1%
Cc1ccc2c(c1)[C@H]1[C@H](CO2)[C@H](c2ccccc2)[C@]2(C)C(=O)N(CC3CCCO3)CC(=O)N12 (stereo partly specified)	-4%	1%	-1%
Cc1ccc(CN2[C@@H](CC(C)C)COCCS2(=O)=O)cc1	-2%	-8%	-7%
Cn1c(=O)c2c(nc(/C=C/c3cccc(Cl)c3)n2C)n(C)c1=O	-4%&-3%&-3%	-6%	1%
COC(=O)[C@H](CCSC)NC(=O)Cn1cnc2c(OCc3ccccc3)ncnc21	13%	11%	1%
Cn1c(-c2ncc(F)cc2F)cc2onc(-c3c(F)cccc3Cl)c2c1=O	3%	-3%	-1%
COc1ccc(Cl)c(CNC[C@H]2O[C@@H](n3cnc(C(N)=O)n3)[C@H](O)[C@@H]2O)c1	-3%	8%	1%
CN(C(=O)c1ccc(NC(=O)Cc2cccc(NC(=O)C3CCCN(C(=O)C4CCCC4)C3)c2)cc1)C1CC1 (stereo unspecified)	1%	-1%	0%
COc1ccc2[nH]c3c(c2c1)CCN1C(=O)C(CC(=O)NCCC2=CCCCC2)C[C@H](C(=O)N2CCOCC2)[C@@]31CCC1CCCC1 (stereo partly specified)	1%	0%	4%
FC(F)(F)c1ccccc1C1=CC(c2ccccc2)n2ncnc2N1 (stereo unspecified)	-3%	-4%	0%

Bioassay records (PubChem)
